LGR2 antag = inhibitors of bursicon-induced LGR2 CRE-luciferase signal, primary screen, cell-based, HEK293, CRE-luciferase reporter, bursicon stimulation | Drosophila bursicon receptor LGR2 (rickets) | bursicon-stimulated, 4 h | inhibition, % at 9.99 µM | 380,000 compounds, 0.35% hits;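 active = drop in luminescence signal, shown as inhibition above about 50% in the replicate tests, limit read from the data, passing the limit was not always enough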;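 also: agonist challenge used bursicon conditioned medium at about half maximal strength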
S100A4 inh HTS = inhibitors of S100A4-myosin IIA peptide binding, primary screen, biochemical, fluorescence polarization, TAMRA-MyoIIA peptide; AID 652163, 2013; inhibition, % at 10.7 µM; Protein S100-A4 (Homo sapiens), P26447; 360,000 compounds, 0.14% hits;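 active = mean inhibition of at least 70% across replicates, with every replicate also reaching that level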
Target sequence (P26447 whole entry, looked up): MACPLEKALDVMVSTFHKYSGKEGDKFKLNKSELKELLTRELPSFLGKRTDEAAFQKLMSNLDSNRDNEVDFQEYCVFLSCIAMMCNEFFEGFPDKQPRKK
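Material: S100A4 monomer protein | Medium: HEPES pH 7.2 with CaCl2, KCl, NaCl, DTT, Triton | Reagent: Labelled myosin peptide probe, 5 nM | Doses: One dose per compound | Times: 5 min incubation before reading | Benchmarks: Neutral control DMSO, positive control TFP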
PglD DTNB = C. jejuni PglD acetyltransferase inhibitors, primary screen, biochemical, DTNB colorimetric, single point; 360,000 compounds, 0.098% hits; AID 602405, 2012; inhibition, % at 12.5 µM; purified PglD enzyme, DTNB colorimetric CoA detection; UDP-N-acetylbacillosamine N-acetyltransferase PglD (Campylobacter jejuni); in the data active = inhibition above about 16%, passing the limit was not always enough; also: strong numbers were not always called active
PGC1a acetyl inh = inhibitors of PGC1a acetylation signal, primary screen, cell-based, U2OS, AlphaScreen, inhibitor mode. AID 651687, 2012. inhibition, % at 15.6 µM. 350,000 compounds, 0.17% hits. AlphaScreen anti-acetyl-lysine; with virally co-expressed GCN5 acetyltransferase;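 active = every replicate shows inhibition of at least 40%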;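 also: 0% = neutral control wells and 100% = positive control wells; some results beyond the cut were filed as inactive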
PAX8 reporter = inhibitors of PAX8-driven TPO luciferase reporter, primary screen, RMG-I cells, single concentration | SteadyGlo, 24 h | inhibition, % at 12.6 µM | 360,000 compounds, 1.2% hits | AID 652154, 2013;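 active = mean replicate inhibition at least 60% with every replicate also reaching 60%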;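 also: luciferase light reporting Pax8 driven TPO promoter activity; plate controls were median of neutral control wells for no effect and mitoxantrone controls for full effect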
FN deposition inh = inhibitors of fibronectin matrix deposition, primary screen, AH1F cells, Alexa488-fibronectin fluorescence, plate reader | AH1F fibroblasts, overnight | inhibition, % at 12.6 µM | 350,000 compounds, 0.086% hits | AID 743247, 2014;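 active = mean inhibition across replicates of 30% or more, regardless of how many single replicates reach that level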;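 also: positive control wells lacked labelled fibronectin entirely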
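material = AH1F fibroblast monolayer depositing Alexa488-labelled fibronectin into matrix | amount = 10000 AH1F cells/well | buffer or medium = DMEM plus 2% serum, read in PBS | incubation = 1 h cell adhesion before compound, then overnight fibronectin incubation | detection = fluorescence at 485 nm excitation, 525 nm emission | evaluation = percent inhibition as loss of matrix-bound fibronectin fluorescence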
EWS-Fli block = EWS/Fli-driven NR0B1 reporter inhibitors, primary screen, A673 cells, NR0B1 luciferase, luminescence, MLPCN library | viability-normalised | inhibition, % at 12.6 µM | 350,000 compounds, 0.67% hits | AID 651661, 2012;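 active = mean inhibition of at least 50% after viability correction, with every replicate also passing that limit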;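 also: firefly luciferase signal divided by Alamar Blue viability fluorescence both relative to DMSO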
ERAP1 HTS inh = human ERAP1 aminopeptidase inhibitors, primary screen, biochemical, single point, plate reader. recombinant ERAP1, Leu-AMC fluorescence, 60 min. inhibition, % at 10.7 µM. 340,000 compounds, 0.15% hits;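 active = mean replicate inhibition of at least 30%, or all replicates individually reaching that 30% level; inactive = mean below 30% and not every replicate reaching it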;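 also: 0% = neutral control wells and 100% = L-leucinethiol positive control wells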
Target sequence (Q9NZ08 whole entry, looked up): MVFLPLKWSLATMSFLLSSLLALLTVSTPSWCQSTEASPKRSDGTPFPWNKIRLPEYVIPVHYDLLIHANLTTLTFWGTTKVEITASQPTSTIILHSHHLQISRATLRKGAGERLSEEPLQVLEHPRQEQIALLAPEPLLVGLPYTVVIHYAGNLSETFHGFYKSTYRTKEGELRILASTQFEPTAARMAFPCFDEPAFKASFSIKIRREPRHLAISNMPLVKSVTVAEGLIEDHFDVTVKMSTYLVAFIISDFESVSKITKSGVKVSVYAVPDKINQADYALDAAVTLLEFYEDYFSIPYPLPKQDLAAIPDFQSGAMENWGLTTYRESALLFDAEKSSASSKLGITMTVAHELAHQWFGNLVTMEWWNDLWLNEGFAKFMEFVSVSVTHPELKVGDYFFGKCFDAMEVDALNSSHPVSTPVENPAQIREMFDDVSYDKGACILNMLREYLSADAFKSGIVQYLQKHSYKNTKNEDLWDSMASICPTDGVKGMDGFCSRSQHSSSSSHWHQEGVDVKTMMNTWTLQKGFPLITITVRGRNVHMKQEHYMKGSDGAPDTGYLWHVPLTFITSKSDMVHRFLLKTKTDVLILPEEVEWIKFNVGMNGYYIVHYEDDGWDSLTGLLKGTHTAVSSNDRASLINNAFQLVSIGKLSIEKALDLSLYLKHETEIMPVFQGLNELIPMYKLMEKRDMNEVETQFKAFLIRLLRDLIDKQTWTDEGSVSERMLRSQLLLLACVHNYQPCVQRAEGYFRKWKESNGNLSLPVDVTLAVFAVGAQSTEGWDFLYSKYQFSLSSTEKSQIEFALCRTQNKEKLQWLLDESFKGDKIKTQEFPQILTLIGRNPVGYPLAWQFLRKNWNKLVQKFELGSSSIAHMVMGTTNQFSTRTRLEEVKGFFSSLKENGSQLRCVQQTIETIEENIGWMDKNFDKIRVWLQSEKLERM
* marks the source's active call; other numbers are inactive results; . = no result given; & = joins results of further samples.

1: COc1cc(NC(=O)C2=CC(c3ccc(C)cc3)=NS(=O)(=O)N2C)cc(OC)c1OC
2: CC1=C(C(=O)Nc2ccccc2)C(c2cccs2)C(C#N)=C(SCC#N)N1 (stereo unspecified)
3: Cc1ccc(N2C(=O)C3CCCN3C2=S)cc1C (stereo unspecified)
4: CSCC[C@H](NC(=O)OC(C)(C)C)C(=O)N1CCC(C(=O)N[C@@H](C)C(=O)NCc2ccc(F)cc2)CC1
5: COc1ccccc1CNC(=O)C[C@@H]1C[C@H]2c3cc(N(C)C)ccc3O[C@H]2[C@H](CO)O1
6: Cc1ccc(C(=O)NCc2ccccn2)cc1NC1=NC2CS(=O)(=O)CC2S1 (stereo unspecified)
Compound	1	2	3	4	5	6
LGR2 antag	6	.	-6	-28	25	-6
S100A4 inh HTS	-3	.	-3	-1	-1&-17	-2
PglD DTNB	7	-5	0	7	0&-3	2
PGC1a acetyl inh	11	9	.	-4	-8	-12
PAX8 reporter	27	-3	0	.	-19&11	-16
FN deposition inh	8	-8	-1	.	-1&10	1
EWS-Fli block	10	.	11	-9	11&0	-11
ERAP1 HTS inh	0	.	-2	-5	-3&-2	0

7: CC(C)[C@H](NC(=O)OC(C)(C)C)c1nnc(SCC(=O)Nc2ccc(Br)cc2)o1
8: COc1ccc(CN=C(Nc2ccccc2)SC2CC(=O)N(C)C2=O)cc1 (stereo unspecified)
9: O=C1ON=C(c2ccc(Cl)cc2)/C1=C/c1ccc(O)cc1
10: Brc1ccccc1OCCCCN1CCCCC1
11: CNC(=O)C[C@@H]1CC[C@@H]2[C@H](COc3ccc(NC(=O)c4cccc(OC)c4)cc3C(=O)N2C)O1
12: CCC/C=N/NC(=O)c1[nH]c2c([N+](=O)[O-])cccc2c1C
Compound	7	8	9	10	11	12
LGR2 antag	.	12	-30	1	29	8
S100A4 inh HTS	.	2	-12	-3	1	-3
PglD DTNB	1	-2	-6	11	0	.
PGC1a acetyl inh	-9	-10	.	15	-6	.
PAX8 reporter	0	-1	17	-20	-5	0
FN deposition inh	-6	8	3	9	0	-16
EWS-Fli block	.	-1	21	-4	-1	-9
ERAP1 HTS inh	.	2	3	8	0	9

13: Nc1cc(=O)[nH]c(SCC(=O)Nc2cc(Cl)cc(Cl)c2)n1
14: Cc1ccccc1N1CC(C(=O)N2CCCCCC2)CC1=O (stereo unspecified)
15: CC(C)C(=O)NCC(c1ccc2c(c1)OCO2)N1CCOCC1 (stereo unspecified)
16: Cc1onc(-c2c(Cl)cccc2Cl)c1NC(=O)NC1CCSC1 (stereo unspecified)
17: COc1cc(NC(=O)C2CCC(CNc3c(N4CCCCC4)c(=O)c3=O)CC2)cc(OC)c1 (stereo unspecified)
18: Cc1cc(C(=O)COC(=O)c2ccc(O)cc2O)c(C)n1-c1ccc(OC(F)F)cc1
Compound	13	14	15	16	17	18
LGR2 antag	.	-18	-5	12	-8	2
S100A4 inh HTS	.	-7	-6	-6	-4	3
PglD DTNB	6	0	1	5	-1	3
PGC1a acetyl inh	-1	-3	-4	6	0	15
PAX8 reporter	0	-31	-9	-4	-24	32
FN deposition inh	-6	1	-9	7	3	-4
EWS-Fli block	.	-12	-5	5	-14	12
ERAP1 HTS inh	.	-2	-1	3	.	-1

19: O=C1C2CC=CCC2C(=O)N1n1cnnc1 (stereo unspecified)
20: COCC(=O)N[C@H]1C=C[C@H](CC(=O)NCc2ccccc2OC)O[C@H]1CO
21: CC(C)C#Cc1ccc2c(c1)O[C@@H](CN(C)C(=O)c1cccc(F)c1)[C@@H](C)CN([C@H](C)CO)S2(=O)=O
22: CC(C)NC(=O)N1C[C@H]2[C@@H](c3ccccc31)[C@H](CO)N2C(=O)c1ccccn1
23: O=C(CCN1C(=O)/C(=C/c2ccccc2Cl)SC1=S)Nc1ccccn1
24: CCOc1cc(C(=O)NCC(=O)N2CCC3(CC2)NCCc2[nH]cnc23)cc(OCC)c1OCC
Compound	19	20	21	22	23	24
LGR2 antag	11	11	-20	-5	4	-6
S100A4 inh HTS	-4	5	-13	36	-1	-1
PglD DTNB	-4	-1	-3	-5	4	1
PGC1a acetyl inh	9	14	-12	0	.	-11
PAX8 reporter	-9	-13	.	-17	11	-14
FN deposition inh	.	5	.	.	8	2
EWS-Fli block	0	1	-9	3	10	.
ERAP1 HTS inh	1	2	1	2	0	-4

Reformatted with values under each structure: three of the compounds above
Results follow in this order: LGR2 antag	S100A4 inh HTS	PglD DTNB	PGC1a acetyl inh	PAX8 reporter	FN deposition inh	EWS-Fli block	ERAP1 HTS inh
(17) COc1cc(NC(=O)C2CCC(CNc3c(N4CCCCC4)c(=O)c3=O)CC2)cc(OC)c1 (stereo unspecified)
 : -8	-4	-1	0	-24	3	-14	.
(18) Cc1cc(C(=O)COC(=O)c2ccc(O)cc2O)c(C)n1-c1ccc(OC(F)F)cc1
 : 2	3	3	15	32	-4	12	-1
(19) O=C1C2CC=CCC2C(=O)N1n1cnnc1 (stereo unspecified)
 : 11	-4	-4	9	-9	.	0	1

More results follow.
25: COc1ccc(C2=NN(C(=O)CSc3nc4ncc(Cl)cc4[nH]3)C(c3ccco3)C2)cc1 (stereo unspecified)
26: C=C1CCC[C@]2(C)C[C@H]3OC(=O)C(CN4CCCCC4CO)[C@H]3CC12 (stereo partly specified)
27: COc1ccc(NC(=O)C2C3C=CC4(O3)C2C(=O)N(CCN2CCCCC2)C4C(=O)NC2CCCCC2)cc1 (stereo unspecified)
28: NC(=O)c1cccc(-c2coc3c(C(=O)NCc4cccnc4)cccc23)c1
29: CN(C)c1ccc(C(C(=O)NCC2CCCO2)N(C(=O)c2snc(C(N)=O)c2N)c2ccccc2)cc1 (stereo unspecified)
30: CCOC(CNC(=O)CN1C(=O)COc2ccc(S(=O)(=O)N3CC(C)CC(C)C3)cc21)OCC (stereo unspecified)
Compound	25	26	27	28	29	30
LGR2 antag	-8	22	13	0	11	-2
S100A4 inh HTS	-8	-1	4	-3	3	0
PglD DTNB	1	1	1	3	4	-6
PGC1a acetyl inh	.	-16	-3	-16	.	1
PAX8 reporter	-7	-7	10	1	-1	-12
FN deposition inh	-6	1	-23	9	-7	-12
EWS-Fli block	14	-13	9	5	-3	-4
ERAP1 HTS inh	-2	3	-4	-3	4	.

31: CN(C)C(CNC(=O)c1ccc(Br)cc1)c1ccco1 (stereo unspecified)
32: CC(C)(C)OC(=O)N/N=C/c1ccc(N2CCOCC2)s1
33: Cc1noc(C)c1NC(=O)N(C)C[C@@H]1Oc2ncc(C#CC3CC3)cc2C(=O)N([C@@H](C)CO)C[C@H]1C
34: CCN(CC)C(=O)CN(c1cc(Cl)ccc1OC)S(=O)(=O)c1ccc(C)c([N+](=O)[O-])c1
35: COc1cc(Cl)c(S(=O)(=O)NCc2cccnc2)cc1Cl
36: CCOc1ccccc1N1C(=O)CC(N(O)c2ccccc2)C1=O (stereo unspecified)
Compound	31	32	33	34	35	36
LGR2 antag	-3	-6	-3	-4	7	-3
S100A4 inh HTS	2	-7	2	.	-2	-2
PglD DTNB	-2	.	0	-7	1	2
PGC1a acetyl inh	0	.	.	-16	3	-7
PAX8 reporter	5	-55	.	23	.	15
FN deposition inh	-9	3	.	2	.	-8
EWS-Fli block	-10	-30	0	.	2	11
ERAP1 HTS inh	1	1	2	.	-1	6

37: Cc1noc(C)c1NC(=O)Nc1ccc2c(c1)C(=O)N([C@H](C)CO)C[C@H](C)[C@@H](CN(C)S(C)(=O)=O)OCCCC[C@H](C)O2
38: COc1ccc(Nc2cc(C(=O)NCCCN3CCOCC3)c3ccccc3n2)cc1OC
39: O=C(COc1ccc(Cl)cc1Cl)NCCC1=CCCCC1
40: Cc1cc(NC(=O)c2noc3c2CCc2ccccc2-3)n(-c2ccccc2)n1
41: CC(C)NC(=O)N(C)C[C@@H]1OCCCC[C@H](C)Oc2ccc(NC(=O)C3CCCCC3)cc2C(=O)N([C@H](C)CO)C[C@H]1C
42: CCCNC(=O)N1[C@@H]2CN(C(=O)Nc3cccc(Cl)c3)c3ccccc3[C@@H]2[C@@H]1CO
Compound	37	38	39	40	41	42
LGR2 antag	11	.	22	20	13	3
S100A4 inh HTS	7	.	-1	5	.	-9
PglD DTNB	3	2	-1	0	.	3
PGC1a acetyl inh	-1	3	-19	.	1	-4
PAX8 reporter	.	3	.	2	3	-8
FN deposition inh	.	12	.	5	-5	7
EWS-Fli block	-8	.	.	-1	.	-7
ERAP1 HTS inh	-5	.	4	3	.	2

43: CC1(NC(=O)CCc2nc3ccccc3c(=O)[nH]2)CCS(=O)(=O)C1 (stereo unspecified)
44: CC(=O)Nc1cccc(NC(=O)COC(=O)CO/N=C(\C)c2ccc3c(c2)OCO3)c1
45: COc1ccccc1CN1CC(C(=O)N(Cc2cnn(C)c2)C(C)C)CCC1=O (stereo unspecified)
46: CCOC(=O)c1ccc(NC(=S)N(CCCN2CCCC2)Cc2ccco2)cc1
47: COC(=O)[C@@H]1[C@@H](CO)[C@@H]2Cn3c(ccc(-c4ccncc4)c3=O)[C@@H]2N1Cc1cccc(F)c1
48: CCOC(=O)c1[nH]c(C)c(C(=O)Nc2ccc(Cl)cc2)c1C
Compound	43	44	45	46	47	48
LGR2 antag	-4	0	-6	1	7	4
S100A4 inh HTS	-5	10	1	1	5	2
PglD DTNB	2	-3	2	-2	-4	2
PGC1a acetyl inh	.	.	9	.	.	.
PAX8 reporter	.	-16	-8	-13	6	-40
FN deposition inh	1	.	-2	7	.	15
EWS-Fli block	-10	.	-12	-5	3	-24
ERAP1 HTS inh	-5	2	1	0	22	.

49: O=C(O)CCc1nn2c3ccccc3nc2n(CCN2CCCCC2)c1=O
50: COc1ccc(-c2c(C)n([O-])c(C)c(-c3ccccc3)[n+]2=O)cc1OC
51: C[C@@H]1CCCCO[C@H](CN(C)C(=O)Nc2ccc(F)cc2)[C@@H](C)CN([C@H](C)CO)C(=O)c2cc(NC(=O)C3CCCCC3)ccc2O1
52: CC(=O)Nc1ccc(C(=O)N2CCCC(c3cc(C(=O)NCc4ccccc4)no3)C2)cc1 (stereo unspecified)
53: C[C@@H]1CN([C@@H](C)CO)S(=O)(=O)c2ccc(-c3ccccc3)cc2O[C@@H]1CN(C)Cc1ccccc1C(=O)O
Compound	49	50	51	52	53
LGR2 antag	1	3	10	9	8&14
S100A4 inh HTS	1	.	-2	0	5&5&6
PglD DTNB	3	2	-2	-1	6&5
PGC1a acetyl inh	.	2	-1	5	-2&2&-2
PAX8 reporter	.	.	-8	-9	-6&-8&5
FN deposition inh	.	7	.	-5	0&-22
EWS-Fli block	.	.	-6	-2	-4&7&-21
ERAP1 HTS inh	3	.	0	-3	-8&3&4

Pulled one by one from the list above:
50: COc1ccc(-c2c(C)n([O-])c(C)c(-c3ccccc3)[n+]2=O)cc1OC
51: C[C@@H]1CCCCO[C@H](CN(C)C(=O)Nc2ccc(F)cc2)[C@@H](C)CN([C@H](C)CO)C(=O)c2cc(NC(=O)C3CCCCC3)ccc2O1
Compound	50	51
LGR2 antag	3	10
S100A4 inh HTS	.	-2
PglD DTNB	2	-2
PGC1a acetyl inh	2	-1
PAX8 reporter	.	-8
FN deposition inh	7	.
EWS-Fli block	.	-6
ERAP1 HTS inh	.	0
